# Screening results from PubChem BioAssay.
# FEN1 inhibitor: qHTS Assay for the Inhibitors of Human Flap endonuclease 1 (FEN1); 390,000 tested, 0.35% active; Potency, µM (doses to about 114 µM), inactives show top-dose activity change, negative = inhibition, usual class: inhibitors; Recombinant FEN1 flap cleavage, fluorescence, 15 min; AID 588795, 2011; P39748; also: nearly all actives have a fitted effect of over 65% in size
# Target sequence (P39748 whole entry, looked up): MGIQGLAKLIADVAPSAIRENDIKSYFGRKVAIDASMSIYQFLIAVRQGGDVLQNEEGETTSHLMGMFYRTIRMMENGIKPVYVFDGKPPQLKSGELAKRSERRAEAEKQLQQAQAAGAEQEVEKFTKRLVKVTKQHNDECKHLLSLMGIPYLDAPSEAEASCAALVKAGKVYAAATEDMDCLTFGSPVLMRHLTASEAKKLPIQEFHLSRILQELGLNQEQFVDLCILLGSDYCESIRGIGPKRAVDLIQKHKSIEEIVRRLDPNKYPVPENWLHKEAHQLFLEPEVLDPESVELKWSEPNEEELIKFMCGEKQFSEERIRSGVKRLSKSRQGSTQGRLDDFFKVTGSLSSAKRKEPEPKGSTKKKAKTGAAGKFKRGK
#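 Recombinant FEN1 (10 nM) was preincubated with pin-transferred compounds for 15 min at room temperature, then flap DNA substrate (50 nM final) was added. Plates were read at 0 and 15 min, and normalized concentration–response data were fitted to a four-parameter Hill equation.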
# TDP1 block: qHTS Assay for Inhibitors of Tyrosyl-DNA Phosphodiesterase (TDP1) | AID 485290, 2010 | Potency, µM (doses to about 130 µM), for inactives: top-dose activity change, negative = inhibition, usual class: inhibitors | Tyrosyl-DNA phosphodiesterase 1 (Homo sapiens), Q9NUW8 | 350,000 tested, 0.28% active | recombinant TDP1, AlphaScreen DNA substrate cleavage; also: nearly all actives have a fitted effect of over 40% in size
# Target sequence (Q9NUW8 whole entry, looked up): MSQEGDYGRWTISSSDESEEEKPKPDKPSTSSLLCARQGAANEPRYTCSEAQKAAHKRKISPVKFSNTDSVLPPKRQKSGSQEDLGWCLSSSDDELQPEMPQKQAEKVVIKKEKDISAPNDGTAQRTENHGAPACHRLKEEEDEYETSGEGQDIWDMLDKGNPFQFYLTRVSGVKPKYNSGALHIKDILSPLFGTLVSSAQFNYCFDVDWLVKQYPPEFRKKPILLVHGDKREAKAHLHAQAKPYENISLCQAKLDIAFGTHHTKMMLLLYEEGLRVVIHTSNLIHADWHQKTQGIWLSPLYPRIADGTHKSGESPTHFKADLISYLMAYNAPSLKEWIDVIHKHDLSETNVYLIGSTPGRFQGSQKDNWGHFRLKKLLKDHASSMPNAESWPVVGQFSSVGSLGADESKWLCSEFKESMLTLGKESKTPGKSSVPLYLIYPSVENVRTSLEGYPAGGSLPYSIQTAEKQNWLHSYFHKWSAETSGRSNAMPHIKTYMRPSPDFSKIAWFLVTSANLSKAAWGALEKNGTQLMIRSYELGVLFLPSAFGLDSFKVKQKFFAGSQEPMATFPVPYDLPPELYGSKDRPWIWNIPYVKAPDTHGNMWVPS
#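 Recombinant E. coli-expressed Tdp1 (1 nM) preincubated with compound 15 min at RT, then 5'-biotin/3'-phosphotyrosine-FITC DNA substrate (15 nM) added for 5 min. AlphaScreen beads (10 ug/ml) added, 10 min RT; tyrosine-FITC cleavage read as signal loss.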
# N370S GC: qHTS Assay for Inhibitors and Activators of N370S glucocerebrosidase as a Potential Chaperone Treatment of Gaucher Disease; Potency, µM (top dose mostly 59.4 µM), for the others: at the highest dose activity change, negative = inhibition, most hits filed as inhibitors; AID 2101, 2009; N370S GC spleen homogenate, 4MU-glucoside fluorescence; 330,000 tested, 0.092% active; Lysosomal acid glucosylceramidase (Homo sapiens), P04062;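 also: 0% = full enzyme activity and -100% = no enzyme basal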
# * marks the source's active call; other numbers are inactive results; ? = inconclusive; nt = not tested or not shown; & = joins results of further samples; [ ] = remark or other dose. Calls follow the shape of the dose curve; as a rule, active = well fitted curve in the direction sought with a large enough effect; inconclusive = small, poorly fitted or top-dose-only effect, or another doubt; inactive = no such curve, though single readings can be large; an effect the other way counts as inactive or inconclusive. Unless noted, % is scaled to controls: 0 for no effect and ±100 for the full control effect; potency is read from the fitted curve at half-maximal effect. Compounds were not picked by outcome, and some 0.53% of all compounds hit somewhere here.
SMILES,FEN1 inhibitor,TDP1 block,N370S GC
CCN/N=C(\Cc1nc2ccccc2[nH]1)c1ccccc1,8%,5%,-13%
CCCCNC(=O)c1sc2nc(C)cc(COC)c2c1-n1cccc1,8%,-2%,?
CCn1c(=O)cc(OCC(=O)N2CCN(c3ccc(F)cc3)CC2)c2ccccc21,1%&-16%,6%&1%,0%
COC(=O)CCCNS(=O)(=O)c1ccc2ccccc2c1,2%,0%,1%
CCN1/C(=C/c2ccc3ccccc3[n+]2CCCS(=O)(=O)[O-])C=Cc2cc(C)ccc21,-8%,nt,-6%
Cc1ccc(NCc2nc3ccccc3n2C)cc1C,1%,nt,-1%
CC(=O)c1ccccc1NC(=O)CSc1n[nH]c(=O)n1C1CC1,-3%,1%,nt
Cc1cccc(C)c1NC(=O)CN1C(=O)C2CC=CCC2C1=O (stereo not given),37%[activator],1%,nt
CC(C)NCC#CCOc1ccc(Cl)cc1,1%,-3%,18%
CC(C)OC(=O)c1cc2ccccc2[nH]1,2%,3%,6%
C/C(=N\NC(N)=S)c1cc(-c2ccccc2)c(-c2ccccc2)s1,-10%,nt,-2%
O=C(Nc1ccon1)c1cccc(C(F)(F)F)c1,16%,2%,20%
Cc1cc(C)cc(NC(=O)Cc2ccc(-n3cccc3)cc2)c1,-2%,2%,-5%
COc1ccc(/C(O)=C2/C(=O)C(=O)N(CCN(C)C)C2c2ccc(F)cc2)cc1Cl (stereo not given),1%,-2%,-10%
CN(CC1CCCN(CCc2ccc(Cl)cc2)C1)C(=O)C(=O)c1ccco1 (stereo not given),-11%,2%,6%
CCC1CCC(N2CCN(c3ccc([N+](=O)[O-])cc3)CC2)CC1 (stereo not given),2%,nt,-16%
Cc1ccn(CC(=O)O)c(=O)c1,-2%,4%,-27%
CSCCC(N=C1NS(=O)(=O)c2ccccc21)C(=O)N1CCCC(C(N)=O)C1 (stereo not given),-7%,nt,-14%
Cc1ccc(-c2nc3ncccc3o2)cc1NC(=O)c1ccccc1,14%,-1%,9%
CC(=O)c1ccccc1NS(=O)(=O)c1c(C)nn(-c2ccccc2)c1C,-21%,2%,4%
Cc1ccc(S(=O)(=O)NCC(=O)N2CCN(S(=O)(=O)c3ccc(Cl)cc3)CC2)cc1C,3%,-1%[0.505 µM],5%
CCCCCn1c(SCC(=O)c2ccccc2)nc2cc(C(=O)NCc3ccco3)ccc2c1=O,-7%,4%,7%
COc1ccc(Cl)cc1S(=O)(=O)N1CCCC(C(=O)NCc2ccccn2)C1 (stereo not given),-3%,-4%,0%
O=S(=O)(c1ccc(Cl)cc1)N1CCOCC1,-10%,1%,nt
CCOCCc1nn2c(=O)cc(COC(=O)c3cccs3)nc2s1,14%,2%,nt
COc1ccc(C(CNC(=O)C(C)(C)Oc2ccc(Cl)cc2)N2CCCC2)cc1 (stereo not given),2%,4%,nt
CCOc1ccc(NC(=O)CSc2ncc3c(n2)-c2ccccc2N(Cc2ccccc2C)S3(=O)=O)cc1,0%,-3%,nt
COc1ccccc1NC(=O)CCNS(=O)(=O)c1ccc2c(c1)CC(C)N2C(=O)C1CC1 (stereo not given),-7%,0%,-4%
O=C(CSC1=NCCN1)Nc1ccccc1[N+](=O)[O-],1%,1%,3%
Cn1nnnc1SCc1csc(Nc2ccccc2)n1,-3%,0%,2%
COc1ccc(-c2cc(-c3nc4ccccn4c3NCc3ccccc3)ccc2OC)cc1,?,6%,nt
CN(C(=O)COC(=O)c1n[nH]c2ccccc12)c1ccccc1,9%,-1%,-1%
CNC(=O)c1c(NC(=O)Cc2coc3ccc(C)cc23)sc2c1CCCC2,-26%,-1%,nt
Cc1nc2ccccn2c1CN(C)C(=O)C1CCC(=O)N(Cc2cccc(F)c2)C1 (stereo not given),-3%,3%,-12%
COc1ccc(S(=O)(=O)N2CCCC(C(=O)N3CCN(C)CC3)C2)cc1C (stereo not given),10%,6%,3%
CCN(CC)C(=O)C1CCN(Cc2cccc(OCc3ccccc3)c2)CC1,5%,-5%,-3%
O=C(CCSc1ccc(F)cc1)NNC(=O)c1ccccc1Cl,8%,-2%,nt
Cc1cccc(OCC(=O)Nc2ccc3c(c2)nc(CCN2CCC(C)CC2)n3C)c1,-7%,2%,-10%
COc1cc(NC(=O)c2oc3c(c2C)-c2nn(Cc4cccc(Cl)c4)cc2CC3)cc(OC)c1,25%,1%,nt
O=S(=O)(c1ccc(-c2csc(Nc3ccc(F)cc3)n2)cc1)N1CCCC1,-18%,6%,10%
COc1ccc(NC(=O)c2cc(S(=O)(=O)N3CCCCC3)ccc2OC)cc1,-20%,1%,-18%
COc1cc(/C=C/C(=O)O)cc(S(=O)(=O)Nc2ccc3c(c2)CCC3)c1OC,-4%,9%,-14%
Cn1cccc1CC(=O)NNC(=S)NC(=O)c1ccc(F)cc1,19%,11%,7%
COC(=O)C1=C(C)N(CCCCCC(=O)O)C(=O)NC1c1ccccc1 (stereo not given),10%&15%,11%,4%
CCC1CN(C(=O)NCc2ccccc2)c2cc(Cl)ccc2O1 (stereo not given),-23%&3%,-3%,20%
O=C(Nc1ccc2ncccc2c1)Nc1ccc2ncccc2c1,-12%,nt,-5%
Cc1cc(NC(=O)CN2C(=O)CSc3ccc(S(=O)(=O)N(C)C)cc32)ccc1Br,10%,-3%,nt
O=C(O)c1cc2ccccc2c2cc(Br)ccc12,-10%,3%,10%
Cc1ccccc1NC(=O)CCCCCN1C(=O)[C@@H]2Cc3ccccc3CN2C1=O,-7%,1%,-4%
Cc1ccnc2nc(C(=O)Nc3nc(-c4ccccn4)cs3)nn12,?,nt,-5%
COc1ccc(S(=O)(=O)Nc2c(C)n(C)n(-c3ccccc3)c2=O)cc1,5%,-1%,6%
O=C(COC(=O)C1CCN(S(=O)(=O)c2ccccc2)CC1)NCCc1ccccc1,-5%,1%,nt
O=C(Nc1nc2ccccc2s1)C1CCN(C(=O)c2ccco2)CC1,6%,6%,-2%
C=CCNC(=S)N/N=C/c1ccc(-c2cc(Cl)ccc2Cl)o1,3%,5%,16%
Cc1ccc(CNC(=O)C2CCN(C(=O)c3ccc(-n4ccc5ccccc54)s3)CC2)cc1,25%,8%,nt
Cc1cnnc2c1-c1nonc1CC2,0%,3%,1%
COc1cccc(NC(=S)N2CCC(N(C)CC3CCCO3)CC2)c1 (stereo not given),1%,5%,13%
CCCCN(C(=O)c1cc2c(s1)CCC2)c1c(N)n(CCCC)c(=O)[nH]c1=O,12%,nt,-6%
Cc1ccccc1NC(=O)CN1CCc2ccccc2C1,-3%,nt,-7%
N#Cc1ccccc1Cn1c(=O)n(-c2ccc(F)c(Cl)c2)c(=O)c2sccc21,17%,2%,nt
# (further entries)
SMILES,FEN1 inhibitor,TDP1 block,N370S GC
CCC1(C)N(O)C(C)(C)C(c2ccc(OC)cc2)=[N+]1[O-] (stereo not given),4%,0%,5%
O=C(CCNC(=O)c1ccc(Cl)cc1)NCCC1=CCCCC1,-12%,nt,-10%
O=C(NCCS(=O)(=O)N1CCN(c2ccc(F)cc2)CC1)c1ccco1,-4%,-1%,-1%
CC(=O)N1C(=S)NC(=O)/C1=C1/C(=O)N(CC(=O)Nc2cccc(C)c2)c2ccccc21,7%,2%,-7%
CC(C)Oc1cccc(C(=O)C2CCCN(Cc3ccc4nonc4c3)C2)c1 (stereo not given),0%,0%,-8%
COc1ccccc1C(=O)NCCC(=O)N(C)Cc1cccs1,-1%,0%,-11%
CCNC(=S)N(Cc1ccc2c(c1)OCO2)C1CC(=O)N(c2ccc(OC)cc2)C1=O (stereo not given),-5%,4%,-4%
CC(C)(C)CC(=O)Nc1nnc(-c2cccs2)s1,7%,-3%,10%
COc1ccc(NC(=O)c2cnc(Nc3ccc(C)c(Cl)c3)c3ccccc23)cc1OC,-9%,-3%,nt
O=C(/C=C/c1ccc(-c2ccccc2[N+](=O)[O-])o1)c1ccc(Br)cc1,-11%,5%,4%
Nc1nnc(SCC(=O)Nc2ccc(N3CCOCC3)cc2)s1,-4%,nt,3%
S=C(NCCc1ccccc1)Nc1ccc(Nc2ccccc2)cc1,-12%,8%,17%
COc1cccc(CC(NC(C)=O)C(=O)NC2CCN(C(=O)C3CCCCC3)CC2)c1OC (stereo not given),2%,-6%,3%
O=C(NCCC(=O)N(CCc1ccccc1)Cc1ccccc1)c1ccc([N+](=O)[O-])cc1,5%,4%,-7%
C=CC1=C[C@@H](O)C2OC2C12OCCCO2 (stereo not given in full),nt,3%[21 µM],6%[12.8 µM]
CCOc1cc(NC(=S)NCc2ccco2)c(OCC)cc1NC(=O)CC(C)C,-8%,3%,10%
Cc1nc2ccc(C(=O)OCC(=O)N(C)c3ccccc3)cc2nc1C,2%,2%,-9%
CCOc1ccccc1NC(=O)CCn1cccc1,16%,2%,-1%
Cc1ccc(NC(=O)c2cccc3c2C(=O)N(C2CCCCC2)C3)cc1,-15%,-3%,10%
Oc1ccc(N2CCN(C(c3ccccn3)c3nnnn3C3CCCC3)CC2)cc1 (stereo not given),-5%,-2%,-22%
COc1cc(C)c(/C=C/C(C)=C/C=C/C(C)=C/C(=O)O)c(C)c1C,?,6%&11%,9%
COc1cccc(CNC(=O)COc2ccc(C(=O)c3ccccc3)cc2)c1,-10%,nt,-3%
COc1cc(/C=C/C(=O)OCC(=O)NCC2CCCO2)ccc1OCC#N (stereo not given),-3%,2%,-6%
Cc1ccnc(Sc2ccc([N+](=O)[O-])cn2)n1,-13%,-2%,3%
O=C(O)c1csc(-n2nc(-c3ccccc3)cc2C(F)(F)F)n1,-7%,-13%,1%
CCC(C)c1ccccc1NC(=O)COc1ccc(-c2nnco2)cc1 (stereo not given),12%,nt,-5%
Cc1c(C)n(O)c2ccc3nonc3c12,-34%,nt,14%
Cc1cc(C)c2[nH]c(=O)c(CN(Cc3ccco3)C(=O)C3CCCO3)cc2c1 (stereo not given),-3%,8%,9%
COc1cc([N+](=O)[O-])cc(/C=N/NC(=O)c2ccc(NC(=O)c3ccc(C)cc3)cc2)c1O,8%,-5%,9%
CCNc1nc(NCC)nc(OCCOC(=O)c2ccccc2)n1,-6%,3%,-6%
Cc1cccc(C(=O)Nc2ccnc(-c3ccncc3)n2)c1,-15%,3%,-2%
COC(=O)CCC(=O)Nc1ccccc1C(N)=O,-2%,1%,6%
CCOc1cc(/C=C2\C(=O)N(Cc3ccco3)C(C)=C2C(=O)OC)ccc1O,-20%,2%,3%
CNC(=S)NNC(=O)c1cccn(Cc2ccc(Cl)c(Cl)c2)c1=O,-14%,10%,-8%
O=C1CSC(c2ccncc2)N1Cc1ccco1 (stereo not given),-19%,0%,1%
CCn1c(COc2ccc(=O)n(-c3ccccc3)n2)nnc1SCc1ccccc1C,1%,6%,5%
COc1ccc(C2c3c(ncn(CCN4CCOCC4)c3=N)Oc3ccc4ccccc4c32)cc1OC (stereo not given),?,6%,7%
CCOc1ccccc1NC(=O)Cn1nnc(C(=O)NCc2ccco2)c1N,-1%,4%,10%
COc1ccc(CC(=O)N/N=C/c2cc([N+](=O)[O-])cc(Br)c2O)cc1,-21%,nt,-7%
CNC(=O)C1CCC(Cn2c(=O)c3sccc3n(CC(=O)N3CCCC3)c2=O)CC1 (stereo not given),13%,6%,nt

# Filtered by structure, the entries above with a furan ring, fused or not.
SMILES,FEN1 inhibitor,TDP1 block,N370S GC
CN(CC1CCCN(CCc2ccc(Cl)cc2)C1)C(=O)C(=O)c1ccco1 (stereo not given),-11%,2%,6%
CCCCCn1c(SCC(=O)c2ccccc2)nc2cc(C(=O)NCc3ccco3)ccc2c1=O,-7%,4%,7%
CNC(=O)c1c(NC(=O)Cc2coc3ccc(C)cc23)sc2c1CCCC2,-26%,-1%,nt
COc1cc(NC(=O)c2oc3c(c2C)-c2nn(Cc4cccc(Cl)c4)cc2CC3)cc(OC)c1,25%,1%,nt
O=C(Nc1nc2ccccc2s1)C1CCN(C(=O)c2ccco2)CC1,6%,6%,-2%
C=CCNC(=S)N/N=C/c1ccc(-c2cc(Cl)ccc2Cl)o1,3%,5%,16%
O=C(NCCS(=O)(=O)N1CCN(c2ccc(F)cc2)CC1)c1ccco1,-4%,-1%,-1%
O=C(/C=C/c1ccc(-c2ccccc2[N+](=O)[O-])o1)c1ccc(Br)cc1,-11%,5%,4%
CCOc1cc(NC(=S)NCc2ccco2)c(OCC)cc1NC(=O)CC(C)C,-8%,3%,10%
Cc1cc(C)c2[nH]c(=O)c(CN(Cc3ccco3)C(=O)C3CCCO3)cc2c1 (stereo not given),-3%,8%,9%
CCOc1cc(/C=C2\C(=O)N(Cc3ccco3)C(C)=C2C(=O)OC)ccc1O,-20%,2%,3%
O=C1CSC(c2ccncc2)N1Cc1ccco1 (stereo not given),-19%,0%,1%
CCOc1ccccc1NC(=O)Cn1nnc(C(=O)NCc2ccco2)c1N,-1%,4%,10%
